sdo1 growth: growth rescue of sdo1-depleted yeast, primary screen, S. cerevisiae, bone marrow failure model | S. cerevisiae sdo1-depleted JHY4D growth rescue, OD600 30 h; hits give high values; pdr5 snq2 efflux-pump mutant strain | z-score at 10 µM | 0.21% of 140,000 active;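 active = z-score above 3 at both the 24 hr and the 30 hr optical density reads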;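 note: z-score against mean and SD of all compound wells on the same plate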
Insulin prom inh: inhibitors of insulin promoter-driven GFP, primary screen, imaging, TRM-6 cells (human fetal islet line), eGFP reporter, cell count | reporter expression induced with tamoxifen | 0.9% of 130,000 active | inhibition, % at 2 µM | AID 1273, 2008;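 active = inhibition above the mean plus 3 SD, with well images judged a real hit on visual review, cut at about 60% in these data, passing the limit was not always enough; inconclusive = inhibition over the cutoff but images rejected on review; inactive = inhibition not above the cutoff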
sdo1 growth Rescue 24 h: further read-out of sdo1 growth, marked with its call; z-score; S. cerevisiae sdo1-depleted JHY4D growth rescue, OD600; measured here: growth rescue at 24 h;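 0 is the plate mean of compound wells and units are plate SD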
The depositor's hits bear a star; u = inconclusive; x = no result given. The list is partial; rates above refer to the full screens.

SMILES	sdo1 growth	sdo1 growth Rescue 24 h	Insulin prom inh
Cc1cc(C)nc(SCc2nnc(SCC(N)=O)o2)n1	x	x	6
C=CCn1c(SCCOc2ccc(OC)cc2)nnc1C(C)NC(=O)Cc1ccc(OC)cc1 (stereo not given)	0.64	1	-271
O=C(O)c1ccccc1NS(=O)(=O)c1ccc(NNC(=S)Nc2ccc(OC(F)F)cc2)c([N+](=O)[O-])c1	x	x	-8
CCOc1cc(-c2nnc(-c3ccco3)o2)cc(OCC)c1OCC	-0.11	0.35	9
O=C1C(=C2CCCCC2)SC(=S)N1Cc1ccco1	-2.3	-1.2	4
Cc1ccc(CN2C(=O)c3ccccc3NC23CCN(Cc2ccccc2)CC3)cc1	x	x	-71
CCOC(=O)c1c(NC(=O)CSc2nnc(-c3ccco3)o2)sc(C(C)=O)c1C	-1.1	-0.42	44
O=C(O)c1cccc(Nc2nc(-c3cccnc3)nc3ccccc23)c1	0.9	-0.17	29
CC(=O)/C(=N/Nc1cccc(Cl)c1)Sc1nnc(C(O)c2ccccc2)n1-c1ccccc1 (stereo not given)	0.16	-0.08	x
Cc1ccc(N(C(=O)C2CCCC2)C2C=CS(=O)(=O)C2)cc1C (stereo not given)	-0.05	-0.41	40
COCCNC(=O)c1onc(CSc2ccc(C(C)C)cc2)c1C(=O)O	0.49	-0.02	-24
CC(C)(C)n1nnc(CCc2nnn(C(C)(C)C)n2)n1	-0.7	0.47	22
CC(C)(C)N=Cc1cc(-c2ccccc2)sc1O	0.54	0.4	x
CC(C)(C)OC(=O)N[C@@H](Cc1ccccc1)c1nnc(SCC(=O)O)o1	1.3	0.81	36
Cc1ccc(S(=O)(=O)N2CCN(C(=O)Cc3ccccc3)CC2)cc1	0.96	0.94	-7
C=CCNC(=O)c1ccccc1NC(=O)c1ccccc1C	-0.28	-0.8	28
O=[N+]([O-])c1cccc(-c2nc(Oc3ccc(Cl)cc3)c3ccccc3n2)c1	0.01	-0.44	-8
COc1cc(C)nc2nc(SCc3ccccc3)nn12	-0.38	-0.98	-21
CC(C)Sc1nc2ccccc2c(=O)[nH]1	0.58	0.53	-75
Cc1cc(NC(=O)c2cc3nc(C4CC4)cc(C(F)(F)F)n3n2)no1	-0.56	0.04	-11

2 consecutive entries from above, for reference:
SMILES	sdo1 growth	sdo1 growth Rescue 24 h	Insulin prom inh
COCCNC(=O)c1onc(CSc2ccc(C(C)C)cc2)c1C(=O)O	0.49	-0.02	-24
CC(C)(C)n1nnc(CCc2nnn(C(C)(C)C)n2)n1	-0.7	0.47	22

Next part:
SMILES	sdo1 growth	sdo1 growth Rescue 24 h	Insulin prom inh
O=C(C/C=N\OCc1ccc([N+](=O)[O-])cc1)Nc1ccc(Br)cc1	x	x	15
Cc1ccc(NC(=O)Cn2cc(S(=O)(=O)c3ccc(F)cc3)c(=O)c3cc(F)ccc32)cc1	-0.15	0.64	-22
CC(C)OCC(O)Cn1c(N2CCCC2)nc2c1c(=O)[nH]c(=O)n2C (stereo not given)	0.78	2.4	14
COc1ccc(-n2ncc(S(=O)(=O)c3ccccc3)c2-c2ccc(Cl)cc2)cc1	-1.7	-1.4	-37
Cc1cccc(-n2c(SCc3cc(=O)n4ccsc4n3)nc3ccccc3c2=O)c1	-1.4	-1.5	-22
Cc1ccnc(SCc2cc(=O)c(OC(=O)c3ccc(S(=O)(=O)N(C)C)cc3)co2)n1	0.77	0.92	52
CC(=O)N1CCn2c3c(c4cc(C)ccc42)CCCC31 (stereo not given)	x	x	21
Cc1cccc(NC(=O)/C(C#N)=C\c2cc(C)n(-c3ccc(C(=O)O)cc3)c2C)c1	x	x	-21
Cc1nc(Nc2ccc3c(c2)OCO3)c2oc3ccccc3c2n1	-1.1	-1	82*
CCN(C(=O)c1coc(=O)c(Br)c1)c1ccc2c(c1)OCO2	0.56	-0.28	43
O=C1CCC(C(=O)Nc2ccc(OC(F)F)cc2)N1 (stereo not given)	-0.41	-0.47	73*
CCn1c(C(=O)N2CCc3ccccc3C2)cc2sccc21	-0.69	-0.11	x
Cc1nc(NC(=O)CSc2nc3cccnc3n2C2CCCCC2)sc1C	-0.44	1.4	27
CC1CCN(C(=O)CSc2nncn2C)CC1	2	2.2	-3
Cc1ccc(Cl)cc1N1CCN(C(=O)COc2ccc(S(=O)(=O)NC(C)C)cc2)CC1	-0.93	-0.75	x
CCS(=O)(=O)N1CCN(c2nc(-c3ccccc3)cs2)CC1	-0.2	-1.4	x
CC(=O)CC1(O)C(=O)N(Cc2ccccc2)c2ccccc21 (stereo not given)	-0.04	-0.43	-19
CC1=C([N+](=O)[O-])C(c2ccccc2)C2=C(N1)c1ccccc1C2=O (stereo not given)	-0.88	0.2	-16
COc1ccc2nc(NC(=O)Nc3cccc4ccccc34)sc2c1	x	x	-17
Cc1cccc(C(=O)NCCN2CCOCC2)c1[N+](=O)[O-]	-0.45	-1.5	22
COC(=O)c1ccc(COc2ccc3c(C)c(C)c(=O)oc3c2)o1	-0.52	-1.3	x
COC(=O)Nc1nc(C)c(C(=O)c2ccccc2)s1	0.25	0.42	9
COc1cc2cc(C(=O)Nc3ccccc3)c(N)nc2cc1OC	1	0.31	-10
COc1ccc(NC(=O)/C=C/c2cc(OC)c(OC)c(OC)c2)cn1	x	x	-25
CC(C)=CC[N+]1(C)CCCCC1	1.2	1.5	x
Cc1c([N+](=O)[O-])nnn1-c1cc(Cl)cc(Cl)c1	x	x	27
CC(=O)c1ccc(NC(=O)CSc2ccc(-c3ccc4c(c3)OCO4)nn2)cc1	-0.13	0.74	x
CCOC(=O)c1[nH]cnc1C(=O)Nc1ccncc1	0.61	0.7	28
CCOC(=O)C1CCCN(C(=O)COC(=O)c2cc(=O)c3ccccc3o2)C1 (stereo not given)	-0.14	-1.2	x
Cc1nn(C)cc1C1C2=C(CC(C)(C)CC2=O)OC2=C1C(=O)CC(C)(C)C2	-0.23	-0.54	12
COc1cccc(C2CC(c3ccccc3Cl)Nc3nc(N)nn32)c1 (stereo not given)	0.45	-0.3	25
COCCn1c(SCC(N)=O)nc2c(c1=O)SC(C)C2 (stereo not given)	1.8	1.3	-40
CCCc1cc(=O)n2[nH]c(NCc3ccccc3Cl)nc2n1	1.8	1.6	x
Cc1cc(C)[n+](-c2ccc(F)cc2)c2[nH]c(=O)[nH]c(=O)c12	2.1	1.9	-16
CC(C)Cc1cc(C(=O)N2N=C(C(F)F)CC2(O)C(F)F)c2ccccc2n1 (stereo not given)	-0.26	-1.1	69
CC(C)CCOP(=O)(c1ccc(N(C)C)cc1)C(O)c1ccccc1F (stereo not given)	-0.96	-0.51	-117
CC(C)C(=O)NC(NCC1CCCO1)C(Cl)(Cl)Cl (stereo not given)	1.9	2.2	x
O=C(NC1(C(F)(F)F)N=C(c2ccccc2)NC1=O)c1ccccc1F (stereo not given)	0.22	-0.5	-18
CCOC(=O)CC(NC(=O)c1cc2cccc(OC)c2oc1=O)c1cccc([N+](=O)[O-])c1 (stereo not given)	-0.55	-0.03	-26
COCCOc1ccc(C(F)(F)F)cc1NC(=O)c1ccccc1F	-0.05	0.32	-12

Arranged by the number under sdo1 growth (smallest number first): some entries from above.
SMILES	sdo1 growth	sdo1 growth Rescue 24 h	Insulin prom inh
CCn1c(C(=O)N2CCc3ccccc3C2)cc2sccc21	-0.69	-0.11	x
COc1cccc(C2CC(c3ccccc3Cl)Nc3nc(N)nn32)c1 (stereo not given)	0.45	-0.3	25
COc1cc2cc(C(=O)Nc3ccccc3)c(N)nc2cc1OC	1	0.31	-10

Full records from above. Order of screens: sdo1 growth	sdo1 growth Rescue 24 h	Insulin prom inh
Entry for CC(C)CCOP(=O)(c1ccc(N(C)C)cc1)C(O)c1ccccc1F (stereo not given) → -0.96	-0.51	-117
Entry for Cc1cc(C)[n+](-c2ccc(F)cc2)c2[nH]c(=O)[nH]c(=O)c12 → 2.1	1.9	-16
Entry for O=C(NC1(C(F)(F)F)N=C(c2ccccc2)NC1=O)c1ccccc1F (stereo not given) → 0.22	-0.5	-18
Entry for CC(C)C(=O)NC(NCC1CCCO1)C(Cl)(Cl)Cl (stereo not given) → 1.9	2.2	x
Entry for COc1cccc(C2CC(c3ccccc3Cl)Nc3nc(N)nn32)c1 (stereo not given) → 0.45	-0.3	25

Next section
SMILES	sdo1 growth	sdo1 growth Rescue 24 h	Insulin prom inh
O=S(=O)(Nc1ccc(N2CCCCC2)cc1)c1ccc(F)c(F)c1	-0.58	-1	6
CCOC(=O)N1CCN(C(=O)CCSc2ccc(Cl)cc2)CC1	0.31	-0.11	-186
O=C(CN1CCC(c2nc3ccccc3s2)CC1)NCc1ccccc1	0.13	0.26	38
COC(=O)COc1ccc(S(=O)(=O)Nc2ccc(NC(C)=O)cc2)cc1C	0.48	-0.24	21
CC(C)CN1CN(S(=O)(=O)c2cccs2)c2nc3ccccc3nc21	-1.7	-1.4	0
O=S(=O)(c1ccccc1)c1nc(-c2ccco2)oc1NCCN1CCOCC1	0.27	-0.04	0
O=C(CNC(=O)c1ccccc1O)N/N=C/c1ccccn1	x	x	-145
Cc1ccn(Cc2n[nH]c(=S)n2Cc2ccccc2)n1	0.72	1.3	32
Cc1sc2nc(CN(Cc3cccs3)C(=O)C3CC3)[nH]c(=O)c2c1C	-0.56	-0.84	u
COc1ccc(C(=O)CCNc2ccc3c(c2)OCCO3)cc1	x	x	-356

Quoted at random: 2 compounds from above.
SMILES	sdo1 growth	sdo1 growth Rescue 24 h	Insulin prom inh
O=S(=O)(Nc1ccc(N2CCCCC2)cc1)c1ccc(F)c(F)c1	-0.58	-1	6
Cc1sc2nc(CN(Cc3cccs3)C(=O)C3CC3)[nH]c(=O)c2c1C	-0.56	-0.84	u

Next part.
SMILES	sdo1 growth	sdo1 growth Rescue 24 h	Insulin prom inh
COC(=O)[C@@H]1[C@@H](C)OC(=O)N[C@H]1c1ccccc1	1.2	2.1	27
O=C1NN(c2ccc(F)cc2)C(=O)/C1=C\C=C\c1ccco1	0.7	0.43	-3
NC(=O)NCCCC(=O)OCC(=O)c1ccc2ccccc2c1	x	x	14
COc1ccc(C2SCCN2C(=O)c2ccc([N+](=O)[O-])cc2)cc1 (stereo not given)	x	x	-36
CCOC(=O)c1c(C)c(C(=O)NCc2ccccn2)c(C)n1CC	0.27	0.19	x
CC(=O)N1CCN(CC(=O)Nc2ccccc2Sc2ccccc2)CC1	0.15	0.14	-55
CCOC(=O)N1CCC(=NNc2ccc(S(=O)(=O)N3CCOCC3)cc2[N+](=O)[O-])CC1	0.7	-0.18	-15
Cc1cc(C(=O)CSc2n[nH]c(-c3ccccc3F)n2)c(C)n1Cc1cccs1	-1.7	-2	-43
O=C(Nc1ccc(N2CCOCC2)cc1)c1c(F)cccc1Cl	x	x	50
Cc1cccc(N2CCN(S(=O)(=O)c3c(C)[nH]c(=O)[nH]c3=O)CC2)c1C	0.06	-0.57	-12
O=c1oc2cc(OCc3ccc(C(F)(F)F)cc3)ccc2cc1-c1ccccn1	-1.4	-0.28	38
COC(=O)c1ccc(NC(=O)COc2ccc(S(=O)(=O)NC(C)(C)C)cc2)cc1	x	x	-443
COc1cccc(-n2c(Cc3cc(=O)[nH]c(=O)[nH]3)nnc2SCc2cccc(C(F)(F)F)c2)c1	x	x	-7
CCCOc1cccc(C(=O)Nc2cccc(NC(=O)c3ccco3)c2)c1	-0.31	-0.26	x
COc1cc([N+](=O)[O-])ccc1-c1ccc(C(=O)Nc2ccc(NC(C)=O)cc2)o1	-0.63	-0.21	x
Cc1ccc(OCC(=O)Nc2ccc(N3CCCC3)cc2)cc1C	-0.06	-0.5	-163
COC(=O)C(Cc1c[nH]c2ccccc12)NC(C)=O (stereo not given)	0.22	0.06	40
CC[n+]1c(/C=C2/C=C(C)CC(C)C2)sc2ccccc21 (stereo not given)	x	x	21
CCC(=O)Nc1nc2c(OC)ccc(C)c2s1	0.24	0.01	-20
COC(=O)c1cn(NC(=O)c2ccc(OC)c(OC)c2)c(=O)c2ccccc12	-0.23	-0.29	-7
COC(=O)/C=C/c1cnc2ccccc2c1	x	x	-27
Cc1ccc(C(c2sc3ncnn3c2O)N2CCC(C)CC2)cc1 (stereo not given)	-0.54	-0.97	-86
CCC(C)(C)C1CCc2c(sc(NC(=O)c3cccs3)c2C(N)=O)C1 (stereo not given)	0.89	1.2	57
CC(=O)Oc1ccc2ccccc2c1C(NC(=O)C(C)C)c1cccc([N+](=O)[O-])c1 (stereo not given)	-0.94	-0.97	-15
COc1cccc(-n2c(SCC(=O)N3c4ccccc4CC3C)nnc2-c2ccco2)c1 (stereo not given)	-0.76	-0.78	-5
CC(=O)Nc1ccc(OC(=O)COc2ccc(Br)cc2)cc1	0.52	-0.33	0
O=C1CN(C(=O)c2cc3ccccc3oc2=O)C(c2ccc(F)cc2)c2cc(F)ccc2N1 (stereo not given)	0.01	-0.78	-5
C=CCn1c(SCC(=O)NCC2CCCO2)nnc1C1CCCCC1 (stereo not given)	0.46	0.36	35
Cc1nc(C)c(CCNC(=O)c2cccc(Cl)c2)s1	-0.03	-0.93	42
CCOC(=O)C(CC)n1cnc2sc3c(c2c1=O)CCC3 (stereo not given)	0.22	0.57	-33
COCCCn1cn[nH]c1=S	x	x	20
CC1Cn2c(nnc2-c2cccc(N)c2)S1 (stereo not given)	0.22	-0.15	43
O=C(CSc1nnc(-c2ccc(Cl)cc2)n1CC1CCCO1)NC1CCS(=O)(=O)C1 (stereo not given)	x	x	-45
COc1ccc2nc(NC(=O)C3CCN(S(=O)(=O)c4cccnc4)CC3)sc2c1	-0.09	-0.47	x
CSc1ncc(Cl)c(C(=O)Nc2cccc(C)c2)n1	-0.86	-1.3	x
CN(C)/C=C(\C=O)c1ncc(C(F)(F)F)cc1Cl	x	x	7

Screens from PubChem BioAssay.
